# Screening results (PubChem BioAssay)
# UTI89 phage lysis: protection from phage-mediated lysis, alamar blue read-out – E. coli UTI89, K1F phage, bacterial capsule biogenesis inhibitors (AID 488966); E. coli UTI89 K1F phage lysis, alamar blue, 2 h; higher % means a stronger effect; one-dose inhibition, % at 100 µM; IC50 in µM for titrated hits; hit rate 0.02% among 340,000;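 active = phage lysis inhibition, versus mean bacterial control, above a set limit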;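 note: capsule biogenesis inhibitors block K1F phage lysis so surviving cells raise fluorescence; higher fluorescence means more inhibition of phage lysis; actives were called in the ten point dose series up to 300 µM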
# NTR1 ag: NTR1-driven beta-arrestin-GFP spot formation – imaging, U2OS cells, high content, primary screen (AID 493036). P30989. agonist mode. activation, % at 20 µM. hit rate 0.17% among 330,000;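 active = activation at or above 40% of the spot to cytoplasm intensity ratio, with at least 20 cells analyzed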;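 note: 0% = DMSO without peptide and 100% = 100 nM NTR1 peptide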
# Target sequence (P30989 whole entry, looked up): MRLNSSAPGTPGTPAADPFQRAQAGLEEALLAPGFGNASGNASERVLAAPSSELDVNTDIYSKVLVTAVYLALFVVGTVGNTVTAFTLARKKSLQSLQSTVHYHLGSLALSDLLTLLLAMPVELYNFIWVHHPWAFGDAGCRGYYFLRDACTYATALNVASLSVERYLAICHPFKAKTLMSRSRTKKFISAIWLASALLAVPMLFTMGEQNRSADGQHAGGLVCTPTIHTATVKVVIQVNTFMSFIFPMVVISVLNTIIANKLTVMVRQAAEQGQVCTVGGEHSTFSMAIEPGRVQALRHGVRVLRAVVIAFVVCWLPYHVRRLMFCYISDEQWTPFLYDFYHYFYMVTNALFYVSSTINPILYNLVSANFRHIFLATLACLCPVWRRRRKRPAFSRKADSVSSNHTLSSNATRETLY
# AID2073: disruptors of CaV2.2 binding to Mint1 – biochemical, HTRF (AID 2073); HTRF protein-protein interaction, Mint1-CaV2.2; higher % means a stronger effect; inhibition, % at 20 µM, or IC50 in µM where a hit was titrated; hit rate 0.19% among 290,000; in the data active = inhibition mostly above about 51%, no sharp cut-off; note: some results filed as inactive read as strong as hits
# RSV antiviral HEp-2: RSV antiviral activity via CPE protection, HEp-2 cells, primary 10 µM value included (AID 2391); HEp-2 cells, RSV-induced CPE inhibition; higher % means a stronger effect; one-dose CPE inhibition, % at 10 µM; IC50 in µM for titrated hits; hit rate 0.13% among 310,000; in the data active = a potency from the dose series; note: strong numbers were not always called active
# WT yeast gro inh: growth inhibition of WT yeast, mitochondrial fusion screen | mitochondrial fusion phenotypic screen, WT strain | inhibition, % at 10 µM | hit rate 2.1% among 190,000 | AID 1362; in the data active = inhibition above about 58%; tested in S. cerevisiae
# Autophagy HCS: autophagy modulation, high-content screen; MEF GFP-LC3 puncta imaging; test concentration mostly 10 µM; calls only at 10 µM (by protocol); hit rate 0.98% among 190,000; AID 463193;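 active = percentage of spot-positive cells more than 3 SD above its plate mean, without a fluorescence outlier flag or 80% toxicity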;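 note: spot-positive cell cutoff set from DMSO-treated cells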
# LYP phosphatase: inhibitors of LYP phosphatase, biochemical, fluorescence intensity, uHTS (AID 1779); inhibition, % at 11.5 µM, or IC50 in µM where a hit was titrated; recombinant LYP phosphatase, fluorescence intensity; higher % means a stronger effect; hit rate 0.054% among 290,000; in the data active = inhibition above about 50%;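 note: plate controls were vehicle with enzyme for no effect and no enzyme for full effect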
# Dengue-2 NS5 capping: flavivirus cap methylation enzyme inhibition – biochemical, confirmation dose response, primary screen (AID 588689); Dengue-2 NS5 methyltransferase capping enzyme assay, biochemical; higher % means a stronger effect; one-dose inhibition, % at 25 µM; IC50 in µM for titrated hits; hit rate 0.3% among 340,000; in the data active = a potency from the dose series
# GPR35 arrestin U2OS: inhibition of zaprinast-stimulated GPR35 beta-arrestin translocation – imaging, U2OS, beta-arrestin-GFP, zaprinast agonist, primary screen (AID 2058); U2OS GPR35 beta-arrestin-GFP translocation imaging, zaprinast antagonism; higher % means a stronger effect; one-dose inhibition, % at 10 µM; IC50 in µM for titrated hits; hit rate 0.052% among 290,000;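 active = inhibition of at least 50% with at least 30 cells and total cytoplasm GFP at most 10,000,000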
# WT yeast gro inh mutant strain: recorded beside WT yeast gro inh, whose call it bears; inhibition, %; mitochondrial fusion phenotypic screen, mutant strain inhibition
# Autophagy HCS cell loss 18 h: recorded beside Autophagy HCS, whose call it bears; toxicity, %; measured here: cell loss, nuclei count;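 cell loss after 18 h compound exposure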
# NTR1 ag cell count 20 µM: second read-out of NTR1 ag, no call of its own (marks repeat the call); cell count; measured here: cell count, cytotoxicity flag
# Dengue-2 NS5 capping pilot replicate: recorded beside Dengue-2 NS5 capping, whose call it bears; inhibition, %; measured here: pilot screen replicate inhibition
# The depositor's hits bear a star; i = inactive; . = not tested or not shown; [ ] = remark or other dose.
SMILES,UTI89 phage lysis,NTR1 ag,NTR1 ag cell count 20 µM,AID2073,RSV antiviral HEp-2,WT yeast gro inh,WT yeast gro inh mutant strain,Autophagy HCS,Autophagy HCS cell loss 18 h,LYP phosphatase,Dengue-2 NS5 capping,GPR35 arrestin U2OS,others
CCN(Cc1ccccc1)C(=O)c1oc2ccc(C)cc2c1C,0.3%,10,54,0%,7.8%,.,.,.,.,0%,-8%,10%,Dengue-2 NS5 capping pilot replicate=-4.3
O=C(NCCN1CCOCC1)C(=O)NCC1OCCN1S(=O)(=O)c1cc(F)ccc1F (centres undefined),0.0%,0.4,69,12%,0.3%,.,.,.,.,-9%,-3%,2%,
CCCCCCCCCCOC(=O)C[N+](C)(C)CC1CCCCC1O (centres undefined),2.8%,-2.2,62,1%,1.4%,33,12,i,-2,-8%,5%,-17%,
O=C(N/N=C/c1cccnc1)C1CCCCC1,0.2%,-1.8,62,4%,1.2%,-1,-11,i,-14,-3%,-6%,0%,
COc1cc(/C=C2\CCOC2=O)cc(OC)c1OC,0.2%,-0.1,76,6%,-0.7%,.,.,.,.,-7%,-1%,18%,
CCn1c(/C(C#N)=N/O)nc2ccccc21,-0.1%,0.8,45,0%,2.3%,-1,-13,i,12,-1%,1%,3%,
Cc1nnc(N(C)C(=O)c2ccncc2)s1,0.2%,0.9,47,-1%,3.8%,-12,-30,i,11,-8%,-7%,15%,
O=C(N/N=C/c1ccc(N2CCOCC2)cc1)C1COc2ccccc2O1 (centres undefined),0.1%,-0.9,39,1%,1.4%,0,6,i,-4,-2%,-1%,-3%,
NC(=O)C(=O)NCCCN1CCOCC1,0.4%,1.1,72,0%,-0.9%,-9,10,i,-2,-3%,-1%,12%,
O=[N+]([O-])c1cccc(-c2ncc3ccccn23)c1,0.5%,-2.1,58,0%,5.6%,-21,-18,i,-13,0%,-5%,16%,
CC(C)c1nc2ccccc2c2nnc(SCC(=O)NCc3ccco3)n12,4.6%,0.2,67,-3%,-0.7%,25,6,i,-5,2%,-5%,6%,
COc1cc(OC)cc(C(=O)Nc2c(C)nn(-c3ccccc3)c2C)c1,0.0%,-1.6,51,-8%,-0.1%,-2,1,i,7,-8%,-2%,-12%,
COc1ccc(NC(=S)NC(=O)c2cc3ccccc3o2)c(OC)c1,0.0%,6.9,66,-1%,2.6%,.,.,.,.,-6%,-5%,5%,
COc1ccc(N2CC(C(=O)NCc3nnnn3-c3ccc(C)c(C)c3)CC2=O)cc1 (centres undefined),0.5%,2.0,60,5%,2.6%,.,.,.,.,-10%,2%,1%,
c1ccc(CSc2ncnc3c2oc2ccccc23)cc1,2.4%,7.0,64,.,0.2%,.,.,i,-5,.,-5%,.,
Cc1ccc(NC(=O)CN2C(=O)S/C(=C\c3cccn3C)C2=O)cc1,0.8%,0.2,54,1%,2.0%,-1,-13,i,14,-3%,0%,4%,
CC(=O)N1CCN(Cc2nc3cc(NC(=O)Cn4nc(C)c5ccccc5c4=O)ccc3n2C)CC1,-1.0%,-0.1,58,-8%,0.2%,-13,-7,i,2,-1%,-11%,2%,
CC(=O)c1ccc(NC(=O)CCNC(=O)c2ccccc2Cl)cc1,0.6%,-0.2,49,7%,0.7%,.,.,.,.,-4%,-7%,10%,
COc1cccc(-c2nnc(NC(=O)c3ccco3)s2)c1,4.8%,0.0,59,17%,0.5%,.,.,.,.,-8%,-3%,12%,
Cc1ccc(SCC(=O)O/N=C(\N)c2ccc([N+](=O)[O-])cc2)cc1,-5.0%,0.7,70,8%,0.0%,-6,-16,i,-1,2%,2%,4%,

# The last 2 compounds of the part above lead into the next.
SMILES,UTI89 phage lysis,NTR1 ag,NTR1 ag cell count 20 µM,AID2073,RSV antiviral HEp-2,WT yeast gro inh,WT yeast gro inh mutant strain,Autophagy HCS,Autophagy HCS cell loss 18 h,LYP phosphatase,Dengue-2 NS5 capping,GPR35 arrestin U2OS,others
COc1cccc(-c2nnc(NC(=O)c3ccco3)s2)c1,4.8%,0.0,59,17%,0.5%,.,.,.,.,-8%,-3%,12%,
Cc1ccc(SCC(=O)O/N=C(\N)c2ccc([N+](=O)[O-])cc2)cc1,-5.0%,0.7,70,8%,0.0%,-6,-16,i,-1,2%,2%,4%,
Cc1cc(Oc2ccccc2)nc(SCC(=O)Nc2ccccc2)n1,0.4%,0.1,79,4%,3.7%,-20,-15,i,-3,2%,-4%,0%,Dengue-2 NS5 capping pilot replicate=0.3
COC(=O)c1ccn(Cc2ccccc2Cl)n1,1.2%,.,.,-7%,.,6,10,i,-3,-5%,-8%,5%,
CC(=O)Nc1ccc(NC(=O)CSc2ncnc3c2cnn3Cc2ccccc2)cc1,.,0.1,57,2%,5.6%,.,.,.,.,-8%,.,4%,
CCOC(=O)Cn1c(=O)oc2cc(S(=O)(=O)NC(C)(C)CC)ccc21,-1.5%[50 µM],-0.9,74,5%,1.6%,.,.,.,.,-8%,-7%,12%,
COc1cccc(-n2cc(C(=O)O)c3ccccc3c2=O)c1,2.2%,-0.1,56,8%,-1.5%,-16,-48,i,11,-5%,-3%,2%,
Cc1ccc(CNC(=O)COC(=O)C2CCN(S(=O)(=O)c3cccs3)CC2)cc1,-0.2%,-0.4,55,-10%,-0.1%,11,-6,i,36,-6%,-1%,-2%,
O=C(NC(=S)NCCCN1CCOCC1)c1ccco1,0.0%,-0.1,52,-7%,1.5%,9,9,i,3,-8%,-11%,3%,
CC(NC(=O)c1ccccc1)C(=O)N/N=C/c1cccc([N+](=O)[O-])c1 (centres undefined),-0.3%,-0.2,45,-4%,-1.7%,-41,-24,i,-4,-7%,-2%,11%,
COc1ccc(C(=O)COC(=O)C(C(C)C)N2C(=O)C3C4C=CC(C4)C3C2=O)cc1 (centres undefined),2.5%,-4.2,76,12%,1.8%,-1,-9,i,-1,-11%,-4%,-4%,
Cc1ccc(CCNC(=O)c2cccc(N3CCCC3=O)c2)cc1,0.2%,-1.0,48,4%,2.2%,.,.,.,.,-7%,-4%,-12%,
CCCN(C(=O)c1cc(CC)c(C)s1)c1c(N)n(Cc2ccccc2)c(=O)[nH]c1=O,1.4%[50 µM],2.7,56,.,-0.4%,.,.,.,.,.,-1%,.,
Cc1ccc(C(=O)OCc2nc3ccsc3c(=O)[nH]2)o1,1.4%[50 µM],-0.9,64,.,-0.2%,.,.,.,.,.,1%,.,
CCN(CC)CCn1c(=S)[nH]c2cc(C(=O)N3CC(C)CC(C)C3)ccc2c1=O (centres undefined),0.1%,-0.8,78,-39%,0.8%,.,.,.,.,-7%,-11%,-10%,
Clc1ccccc1CSc1nncn1-c1cccnc1,.,0.1,56,6%,0.2%,-8,3,i,1,-8%,.,-8%,
COC(=O)CN=Cc1c(C)[nH]n(-c2ccccc2)c1=O,0.1%,-0.4,81,6%,0.3%,-7,-4,i,-7,1%,-6%,16%,
COc1ccc2c3c(cccc13)OCC2=O,0.3%,-0.2,59,18%,3.7%,-17,-6,i,-9,-12%,16%,-12%,
Nc1c(C(=O)Nc2ccccc2)sc2nc3c(c(-c4ccco4)c12)CCC3,0.5%,10,70,30%,1.4%,-31,25,i,-3,3%,14%,5%,
CC1=C(C#N)C(C)C2=C(CC(C)(C)CC2=O)N1 (centres undefined),-1.4%,1.3,64,26%,0.1%,1,5,i,-2,-9%,-3%,16%,
CCN1CCc2nc(NC(=O)c3cc(F)c(F)cc3Cl)sc2C1,0.7%,0.8,60,-7%,-2.4%,0,-8,i,-4,-3%,-7%,-7%,
COc1ccc(S(=O)(=O)N(CC(=O)N2CCOCC2)c2ccc(F)cc2)cc1OC,0.4%,-0.2,56,9%,2.9%,.,.,.,.,-3%,4%,2%,
Nc1c(S(=O)(=O)c2cc(Cl)ccc2Cl)c2nc3ccccc3nc2n1CCN1CCOCC1,0.3%,4.7,55,-1%,-0.2%,34,-21,i,1,-6%,-2%,-6%,
CCOC(=O)C1CCCN(C(=O)c2ccc3nc(-c4ccc(OC)c(OC)c4)c(-c4ccc(OC)c(OC)c4)nc3c2)C1 (centres undefined),0.0%,0.2,61,10%,0.1%,.,.,.,.,-1%,1%,6%,

# Structures listed so far with an aryl methoxy group (ten):
SMILES,UTI89 phage lysis,NTR1 ag,NTR1 ag cell count 20 µM,AID2073,RSV antiviral HEp-2,WT yeast gro inh,WT yeast gro inh mutant strain,Autophagy HCS,Autophagy HCS cell loss 18 h,LYP phosphatase,Dengue-2 NS5 capping,GPR35 arrestin U2OS,others
COc1cc(/C=C2\CCOC2=O)cc(OC)c1OC,0.2%,-0.1,76,6%,-0.7%,.,.,.,.,-7%,-1%,18%,
COc1cc(OC)cc(C(=O)Nc2c(C)nn(-c3ccccc3)c2C)c1,0.0%,-1.6,51,-8%,-0.1%,-2,1,i,7,-8%,-2%,-12%,
COc1ccc(NC(=S)NC(=O)c2cc3ccccc3o2)c(OC)c1,0.0%,6.9,66,-1%,2.6%,.,.,.,.,-6%,-5%,5%,
COc1ccc(N2CC(C(=O)NCc3nnnn3-c3ccc(C)c(C)c3)CC2=O)cc1 (centres undefined),0.5%,2.0,60,5%,2.6%,.,.,.,.,-10%,2%,1%,
COc1cccc(-c2nnc(NC(=O)c3ccco3)s2)c1,4.8%,0.0,59,17%,0.5%,.,.,.,.,-8%,-3%,12%,
COc1cccc(-n2cc(C(=O)O)c3ccccc3c2=O)c1,2.2%,-0.1,56,8%,-1.5%,-16,-48,i,11,-5%,-3%,2%,
COc1ccc(C(=O)COC(=O)C(C(C)C)N2C(=O)C3C4C=CC(C4)C3C2=O)cc1 (centres undefined),2.5%,-4.2,76,12%,1.8%,-1,-9,i,-1,-11%,-4%,-4%,
COc1ccc2c3c(cccc13)OCC2=O,0.3%,-0.2,59,18%,3.7%,-17,-6,i,-9,-12%,16%,-12%,
COc1ccc(S(=O)(=O)N(CC(=O)N2CCOCC2)c2ccc(F)cc2)cc1OC,0.4%,-0.2,56,9%,2.9%,.,.,.,.,-3%,4%,2%,
CCOC(=O)C1CCCN(C(=O)c2ccc3nc(-c4ccc(OC)c(OC)c4)c(-c4ccc(OC)c(OC)c4)nc3c2)C1 (centres undefined),0.0%,0.2,61,10%,0.1%,.,.,.,.,-1%,1%,6%,
